GDH-TPI inh: inhibits GDH-TPI coupling enzymes, artifact for Mtb FBA screen. GDH-TPI coupled enzyme counterscreen, NADH absorbance. inhibition, % at 4.8 µM. 1.2% of 360,000 active. AID 588335; in the data active means inhibition above about 30%;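 further: 0% = DMSO wells and 100% = wells lacking the enzyme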
SSB-PriA inh: blocks PriA binding to SSB C-terminal tail; inhibition, % at 33 µM; 0.6% of 430,000 active; AID 1272365; AlphaScreen SSBct-PriA binding, biotinylated peptide; in the data active means inhibition mostly above about 37%, no sharp cut-off; inactive means mostly below about 20%;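 further: plate controls were negative control peptide for no effect and reference peptide for full effect; strong numbers were not always called active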
Rv3671c protease: inhibitors of M. tuberculosis serine protease Rv3671c | inhibition, % at 5.96 µM | 0.048% of 320,000 active | AID 2606; in the data active means inhibition above about 38%;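 further: extracellular domain of Rv3671c used as enzyme; 0% = enzyme with DMSO and 100% = no enzyme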
SARS 3CLpro inh: SARS-CoV 3CLpro protease inhibition. P0C6X7. 0.14% of 290,000 active. AID 1706. recombinant SARS-CoV 3CLpro, quenched FRET peptide cleavage. inhibition, % at 6 µM; in the data active means inhibition above about 12%
VHR inh abs: inhibitors of human VHR1 phosphatase (DUSP3); P51452; recombinant VHR phosphatase, pNPP absorbance; inhibition, % at 13.3 µM; 0.52% of 290,000 active; AID 1654; in the data active means inhibition above about 50%; further: some compounds called inactive have numbers as strong as hits
Target sequence (P51452 whole entry, looked up): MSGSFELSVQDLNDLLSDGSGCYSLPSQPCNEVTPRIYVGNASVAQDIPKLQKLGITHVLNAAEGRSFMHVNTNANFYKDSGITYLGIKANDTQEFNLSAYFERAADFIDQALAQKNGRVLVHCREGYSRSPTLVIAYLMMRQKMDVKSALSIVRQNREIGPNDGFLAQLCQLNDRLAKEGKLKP
BH1578 lux ind: inducers of Vibrio cholerae quorum light production without autoinducers; V. cholerae BH1578 lux reporter, luminescence, 6 h; activation, % at 18.7 µM; 0.16% of 350,000 active; in the data active means activation mostly above about 9.7%, no sharp cut-off; further: not every result past the cut was called active; inactives centre near 0; reference of the scale not given here
FBA Mtb inh: inhibits M. tuberculosis FBA enzyme; P9WQA3; purified M. tuberculosis FBA, fluorescence read-out; inhibition, % at 1 µM; 2.3% of 360,000 active; AID 588726; in the data active means inhibition above about 27%;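 further: 0% = vehicle and 100% = reference inhibitor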
Target sequence (P9WQA3 whole entry, looked up): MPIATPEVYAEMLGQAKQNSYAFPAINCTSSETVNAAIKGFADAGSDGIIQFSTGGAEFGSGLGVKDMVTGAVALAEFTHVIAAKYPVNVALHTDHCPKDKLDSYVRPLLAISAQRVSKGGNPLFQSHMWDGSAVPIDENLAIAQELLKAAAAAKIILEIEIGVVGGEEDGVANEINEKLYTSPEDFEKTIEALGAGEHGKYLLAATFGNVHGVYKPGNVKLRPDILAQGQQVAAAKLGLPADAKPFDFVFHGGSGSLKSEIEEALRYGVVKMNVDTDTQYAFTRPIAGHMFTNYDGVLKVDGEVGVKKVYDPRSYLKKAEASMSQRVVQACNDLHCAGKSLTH
UGM FP inh: blocks M. tuberculosis UGM enzyme. 0.06% of 320,000 active. P9WIQ1. purified UGM, fluorescence polarization probe displacement. inhibition, % at 10 µM; in the data active means inhibition above about 10%, passing the limit was not always enough
Target sequence (P9WIQ1 whole entry, looked up): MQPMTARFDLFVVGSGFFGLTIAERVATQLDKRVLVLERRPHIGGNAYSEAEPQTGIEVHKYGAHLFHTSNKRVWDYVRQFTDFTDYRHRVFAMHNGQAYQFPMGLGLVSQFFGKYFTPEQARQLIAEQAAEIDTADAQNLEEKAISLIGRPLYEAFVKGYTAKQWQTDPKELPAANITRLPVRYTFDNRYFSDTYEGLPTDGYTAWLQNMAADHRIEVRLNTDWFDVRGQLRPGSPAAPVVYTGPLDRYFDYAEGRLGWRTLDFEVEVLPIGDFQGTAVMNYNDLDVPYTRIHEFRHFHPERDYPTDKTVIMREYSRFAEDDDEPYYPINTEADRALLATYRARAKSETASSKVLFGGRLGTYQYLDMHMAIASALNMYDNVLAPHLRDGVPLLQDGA
MazF activator: activators of E. coli MazEF toxin-antitoxin RNase; FAM/BHQ RNA-DNA oligo cleavage fluorescence, 5 h; 0.32% of 350,000 active; activation, % at 20 µM; in the data active means activation above about 50%
Target sequence (P0AE70 whole entry, looked up): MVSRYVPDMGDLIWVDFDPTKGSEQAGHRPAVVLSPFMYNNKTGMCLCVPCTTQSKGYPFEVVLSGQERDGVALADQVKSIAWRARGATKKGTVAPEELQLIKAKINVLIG
Mtb BioA inh: blocks M. tuberculosis BioA enzyme activity | purified M. tuberculosis BioA enzyme, plate reader | inhibition, % at 9.99 µM | 0.096% of 360,000 active | AID 602481; in the data active means inhibition above about 40%
* hit, by the source's call; i = inactive; nt = no result given; + = active, no number.

molecule	SARS 3CLpro inh	VHR inh abs	SSB-PriA inh	FBA Mtb inh	BH1578 lux ind	UGM FP inh	MazF activator	Rv3671c protease	Mtb BioA inh	GDH-TPI inh
NC(Cc1ccc(OC(F)F)cc1)C(=O)O (centres undefined)	5	-3	1	-5	-0.4	2.1	1	-3	-1.1	10
N#Cc1c2ccc(OCC(=O)NCc3ccco3)cc2n2ccccc12	-4	12	-20	16	i	3.6	-8	-2	-3.2	15
O=C(CN1CCN(S(=O)(=O)c2ccccc2F)CC1)NC1CCCC1	5	30	-12	0	-0.4	0.7	5	-5	nt	9
Cc1ccc(CN(CC(=O)NCCc2ccccc2)C(=O)CCCC(=O)Nc2cc(C)on2)cc1	5	-1	-5	1	i	-2.0	4	4	-3.5	4
O=C(NCc1cccnc1)Nc1ccccc1Cl	0	-13	-16	2	-0.3	1.2	8	3	1.3	4
Cn1ncc(Br)c1C(=O)NC1CCCCC1	0	25	-6	1	-1.6	1.2	-9	0	-1.1	-2
O=C(CCNC(=O)c1ccc([N+](=O)[O-])cc1)Nc1nc2ccccc2[nH]1	nt	nt	-6	0	-0.7	nt	-14	nt	-1.2	2
Cc1cccc(NC(=O)c2ccc(S(=O)(=O)NCc3cccnc3)cc2)c1	2	-4	4	-1	1.6	-2.3	8	0	4.1	-4
OC[C@@H]1CN(Cc2ccccc2)C[C@H](n2cnc3c(NC4CCCC4)ncnc32)O1	nt	nt	nt	2	i	nt	nt	nt	0.5	4
CCOC(=O)CSc1nnc(CNc2ccc(Cl)cc2)n1-c1ccccc1	-3	2	12	1	-1.7	-1.5	-3	7	nt	7
CC1CCN(CCCNC(=O)Cn2ncc3c([nH]c4ccccc43)c2=O)CC1	7	-6	-5	10	i	-0.4	9	-2	-1.7	2
COc1cccc(CNC(=O)CSc2ccc(-c3ccco3)nn2)c1	-2	20	-2	0	i	-1.3	4	11	nt	4
CCOC(=O)c1cnn(-c2ccccc2)c1NC(=O)CSc1nnc(-c2cccs2)n1CC	0	4	-16	-3	-5.0	0.0	9	6	-0.9	-15
CC(C)(C)c1ccc(SCC(N)=O)cc1	5	-28	-16	0	0.5	2.2	3	-8	-2.0	-3
Cc1ccc(S(=O)(=O)NCCc2nc3ccccc3[nH]2)cc1	-3	8	-5	1	-0.2	5.6	12	-5	nt	-6

Structures above with a furan ring, fused or not, in the order listed:
molecule	SARS 3CLpro inh	VHR inh abs	SSB-PriA inh	FBA Mtb inh	BH1578 lux ind	UGM FP inh	MazF activator	Rv3671c protease	Mtb BioA inh	GDH-TPI inh
N#Cc1c2ccc(OCC(=O)NCc3ccco3)cc2n2ccccc12	-4	12	-20	16	i	3.6	-8	-2	-3.2	15
COc1cccc(CNC(=O)CSc2ccc(-c3ccco3)nn2)c1	-2	20	-2	0	i	-1.3	4	11	nt	4

Next part
molecule	SARS 3CLpro inh	VHR inh abs	SSB-PriA inh	FBA Mtb inh	BH1578 lux ind	UGM FP inh	MazF activator	Rv3671c protease	Mtb BioA inh	GDH-TPI inh
CC(C)CC(NC(=O)c1ccc(Cl)cc1)C(=O)O (centres undefined)	1	31	-17	3	-0.6	-0.5	4	3	-0.2	4
OCCN1CCN(Cc2nc(-c3cccc(Cl)c3)no2)CC1	-4	22	13	-2	-0.4	-1.3	4	-5	0.5	5
CC(=O)N(C(C)=O)N1C(=O)/C(=C/c2ccc(Cl)cc2)SC1=S	4	9	-1	-3	-0.2	-0.1	-16	-1	nt	10
COc1ccccc1CCC(=O)N1CCC(n2nccc2NC(=O)C2CCOC2)CC1 (centres undefined)	1	10	-10	0	-1.2	-0.3	3	1	-0.4	6
CC1(NC(=O)NCCCCCCNC(=O)NC2(C)CCS(=O)(=O)C2)CCS(=O)(=O)C1 (centres undefined)	-6	18	1	-1	-0.1	-0.1	14	-3	-0.6	1
CNC1(C(N)=O)CCN(Cc2ccccc2)CC1	nt	nt	-5	-2	-1.3	nt	-1	nt	-1.5	-8
Cc1ccc(Cl)cc1N1CCN(S(=O)(=O)c2ccc3[nH]c(=O)c(=O)[nH]c3c2)CC1	3	28	1	8	-0.3	1.4	2	-10	-1.1	10
CC(C)C[C@H](CO)Nc1nc(N(C)c2cccc(Cl)c2)c2ncn(C(C)C)c2n1	nt	27	-13	7	-0.9	0.0	-2	0	-2.7	12
O=C(CCSCc1cccc(Cl)c1)NCCc1ccc(Cl)cc1	1	13	-6	-2	-0.2	0.2	-8	3	nt	-8
Cc1cccc(-c2n[nH]c([N+](=O)[O-])n2)c1	-4	26	-6	0	-0.3	2.3	3	-5	-2.1	3
CCc1nc(N)c(C#N)c(-c2ccccc2OC)c1C	-4	20	-11	12	0.5	-0.5	8	8	-0.6	20
CN(CC(=O)Nc1ccccc1Br)CC(=O)Nc1ccccc1C(F)(F)F	-2	-8	-7	0	0.8	-1.9	-4	9	-0.6	6
COc1ccc(C2NC(=O)CS2)cc1OC (centres undefined)	5	38	-29	0	-0.2	-0.7	-2	2	2.2	1
CCC(=O)N1N=C(c2ccc(NS(=O)(=O)c3ccccc3)cc2)CC1c1ccco1 (centres undefined)	nt	nt	-7	4	i	-3.1	-2	-2	-1.9	2
COc1ccc(CNC(=O)CN2CCC(n3nnc4cc(F)ccc43)CC2)cc1	-1	2	-19	2	-0.4	-1.1	5	3	nt	2
Cc1ccc(S(=O)(=O)NCC(C)NS(=O)(=O)c2ccccc2[N+](=O)[O-])cc1 (centres undefined)	0	-8	-6	-2	1.8	-1.1	5	-14	9.8	18
CCc1ccc(OCC(=O)N/N=C(\C)c2ccc3c(c2)OCCO3)cc1	4	17	nt	-3	i	2.1	2	-3	nt	-1
OC(CN1CCCCC1)c1ccc(Br)cc1 (centres undefined)	nt	nt	-1	2	-2.7	nt	-1	nt	-0.4	7
COc1cc(C2NC(=S)NC(C)=C2C(=O)Nc2cc(C)cc(C)c2)ccc1O (centres undefined)	-6	-8	2	-3	-0.4	-0.4	7	5	nt	13
COc1ccc(-c2nc(S(=O)(=O)c3ccc(C)cc3)c(N3CCCC3)o2)cc1	2	2	12	1	-0.3	-2.0	-2	1	-0.9	3
CCn1c(SCC(=O)c2ccccc2)nnc1-c1cccs1	0	27	2	0	-0.7	-0.6	3	-1	6.1	-14
Cn1c(SCc2ccccc2)nnc1-c1ccncc1	8	-4	4	-3	-2.6	6.1	0	-11	1.7	-11
CCOc1ncccc1C(=O)Nc1nc(SC)ns1	-2	37	-11	4	-0.3	0.7	-7	1	-2.1	5
CCOc1ccccc1NC(=O)Cc1coc2cc(C)ccc12	-1	23	-15	3	i	0.0	-4	-3	0.5	6
CCOC(=O)c1ccccc1NC(=O)CSc1nnc(C)c(=O)[nH]1	-7	-19	-13	7	-0.6	2.3	7	11	-0.5	-8
Cc1ccccc1-c1cnc(C(O)c2cccc(C)c2C)[nH]1 (centres undefined)	nt	nt	nt	-1	-3.0	nt	nt	nt	-1.7	2
COc1ccc(CCNC(=O)CN(c2cc(C)cc(C)c2)S(=O)(=O)c2c(C)noc2C)cc1OC	-1	36	-1	4	i	0.8	-9	-1	-4.6	-2
O=C(Nc1ccc(S(=O)(=O)Nc2ccc(Cl)cc2)cc1)C1CCCO1 (centres undefined)	2	2	0	-1	-0.5	-0.9	9	-6	1.3	8
Cc1ccc(N=c2oc3cc(O)ccc3cc2C(N)=O)cc1	-4	12	7	+	i	1.7	-8	-14	1.1	8
Cc1ccc(N2CC(C(=O)Oc3cccc(N4C(=O)CCC4=O)c3)CC2=O)cc1 (centres undefined)	-6	6	-3	0	-0.2	-2.9	6	-4	1.4	1

One compound at a time, as listed above. Screens in order: SARS 3CLpro inh, VHR inh abs, SSB-PriA inh, FBA Mtb inh, BH1578 lux ind, UGM FP inh, MazF activator, Rv3671c protease, Mtb BioA inh, GDH-TPI inh
Entry for CCc1ccc(OCC(=O)N/N=C(\C)c2ccc3c(c2)OCCO3)cc1 → 4, 17, nt, -3, i, 2.1, 2, -3, nt, -1
Entry for OC(CN1CCCCC1)c1ccc(Br)cc1 (centres undefined) → nt, nt, -1, 2, -2.7, nt, -1, nt, -0.4, 7

Continued.
molecule	SARS 3CLpro inh	VHR inh abs	SSB-PriA inh	FBA Mtb inh	BH1578 lux ind	UGM FP inh	MazF activator	Rv3671c protease	Mtb BioA inh	GDH-TPI inh
Cn1c(=O)[nH]c(=O)c2c1nc(NCc1ccccc1)n2CC(O)c1ccccc1 (centres undefined)	4	-1	-9	1	i	1.0	2	0	0.4	0
C=C(C)C(=O)Nc1cccc(C2=NOC3(C2)C[C@H](C(N)=O)N(C(=O)CC)C3)c1 (some centres undefined)	nt	30	16	-2	-0.4	0.7	6	-2	1.5	5
O=C(CCC1CCCN(C(=O)c2ccc3c(c2)OCCO3)C1)NCc1ccccc1F (centres undefined)	1	0	-1	5	-0.5	-4.9	6	9	-5.7	20
Cc1c(Cl)c([N+](=O)[O-])nn1Cc1ccc(C(=O)N/N=C\c2cccc(Br)c2)o1	1	21	nt	-1	-4.2	-1.1	15	-38	0.9	5
COc1ccc(CCC(=O)Nc2nnc(C(C)(C)C)s2)cc1	1	13	-10	-3	i	-1.3	20	5	0.3	11
CSc1nc(C)cc(OCCNS(=O)(=O)c2cc(C)ccc2C)n1	4	1	-12	2	nt	-0.8	5	-1	2.2	2
O=C(CCNS(=O)(=O)c1cccc2nsnc12)Nc1ccc2c(c1)OCCO2	5	13	7	0	0.4	-1.1	-1	2	-0.5	4
Nc1nc(Nc2ccc(Cl)cc2)c(NC=O)c(=O)[nH]1	nt	nt	0	0	-0.5	0.6	6	-5	0.0	3
O=C(NCc1cc(Cl)cc(Cl)c1)c1csc([C@@H]2C[C@H](O)[C@@H](CO)O2)n1	nt	nt	nt	0	-0.5	nt	nt	nt	-0.4	10
CC1CCc2cc(F)cc3c(O)c(C(=O)NCc4ccco4)c(=O)n1c23 (centres undefined)	0	10	-2	2	i	nt	7	nt	0.0	2
COc1ccc(C2(CNC(=O)c3cccc([N+](=O)[O-])c3)CCOCC2)cc1OC	7	19	-17	4	i	3.8	2	-6	nt	7
COc1ccccc1NC(=O)Nc1ccccc1C(=O)NCCCN1CCOCC1	-11	-11	-6	-1	i	-1.6	5	1	nt	-3
O=C(CNC(=O)c1ccccc1)OCC(=O)N1c2ccccc2Sc2ccccc21	-2	-3	-9	-3	-0.4	0.0	-3	4	nt	-3
CCCn1c(NC(=O)C2CCN(C(=O)c3ccccc3C)CC2)nc2ccccc21	nt	nt	1	0	i	1.2	8	6	3.1	8
Cc1n[nH]c(C)c1CCCOc1ccccc1	3	-20	-3	2	-0.2	2.1	4	-1	-1.6	-12
Cc1cccc(N2CCN(C(=O)CN3C(=O)NC(C)(C)C3=O)CC2)c1C	12	1	8	1	-0.2	-1.3	8	9	nt	0
CC(=O)Nc1sc(C)c(C)c1C(=O)OCC(=O)NCc1ccc(F)cc1	nt	nt	-7	-1	5.0	-4.6	-7	-3	-0.5	5
CCc1ccccc1NC(=O)N1CCC(NC(=O)C(Cc2ccccc2)NC(C)=O)CC1 (centres undefined)	-3	-14	-3	4	-0.3	2.0	2	-1	nt	-8
Nc1cc(=O)[nH]c(SCC(=O)c2ccc(O)cc2O)n1	-3	12	0	-2	i	1.9	0	3	-1.5	34*
COc1cccc(CN2CCC(n3nccc3NC(=O)CCOc3ccccc3)CC2)c1O	1	18	-4	1	-0.7	-1.8	-2	4	0.1	2
Cc1ccc(C(=O)N2CC3(C)CN(C(=O)c4ccc(C)cc4)CC(C)(C2)C3=O)cc1	6	14	-9	3	-0.4	0.6	6	7	-0.8	11
O=C(CCN1C(=O)/C(=C\c2ccccc2)SC1=S)N1CCOCC1	7	-5	-13	1	-0.2	0.1	6	0	nt	2
CCOc1ccc(OCC)c(NC(=O)CSc2nnc(-c3cccnc3)o2)c1	3	7	-5	1	i	-1.0	-5	0	-0.9	6
Cc1cccc(NC(=O)c2sc(Cl)nc2-c2ccccc2)c1	-2	6	-10	0	-13	-0.4	1	-8	-0.6	5
Fc1ccc(NC(=S)N/N=C/c2ccc(F)c(F)c2)cc1	2	30	nt	-3	-1.4	0.7	4	-6	nt	2
Cc1ccc(-c2nnn(CC(=O)N(Cc3cccs3)C(C(=O)NC3CCCC3)c3ccncc3)n2)cc1 (centres undefined)	-3	-18	3	2	-0.7	4.7	11	-7	-1.2	12

High-throughput results as filed in PubChem.

Not all compounds are listed; rates above refer to the full screens.
